Bioassay records (PubChem)
GSTO1 inh: GSTO1 inhibition, counter-screen for RBBP9 inhibitors | P78417 | recombinant GSTO1, activity-based probe fluorescence polarization | inhibition, % at 5.96 µM | 300,000 tested, 1.1% active | AID 1974;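 active means inhibition above the campaign mean inhibition plus 3 SD, cut at about 35% in these data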;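 further: 0% = GSTO1-1 with DMSO and 100% = wells lacking GSTO1-1 enzyme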
Target sequence (P78417 whole entry, looked up): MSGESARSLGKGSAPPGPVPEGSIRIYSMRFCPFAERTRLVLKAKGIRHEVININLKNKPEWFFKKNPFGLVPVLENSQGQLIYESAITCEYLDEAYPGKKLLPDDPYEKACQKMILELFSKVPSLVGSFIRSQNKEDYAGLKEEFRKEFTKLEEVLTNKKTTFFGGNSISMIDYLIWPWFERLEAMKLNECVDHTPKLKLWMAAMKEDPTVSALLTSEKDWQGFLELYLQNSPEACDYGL
PME-1 inh: PME-1 (human) inhibition; Q9Y570; recombinant PME-1, FP-Rh probe fluorescence polarization; inhibition, % at 5.9 µM; 320,000 tested, 0.53% active;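 active means inhibition above the campaign mean of all compounds plus 3 SD, cut at about 26% in these data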;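 further: competitive labeling of PME-1 active site by serine hydrolase directed probe; 0% = PME-1 with DMSO and 100% = wells lacking PME-1 enzyme; inhibitors block probe labeling so polarization falls and inhibition rises; many of its hits are not listed in these tables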
PAD4 FP inh: inhibitors of human PAD4. Q9UM07. recombinant PAD4, RCA probe fluorescence polarization. inhibition, % at 6.36 µM. 330,000 tested, 0.41% active. AID 485272;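 active means percent inhibition above a cutoff equal to the mean of all tested compounds plus 3 SD, cut at about 15% in these data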;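 further: 0% = PAD4 with RCA probe and DMSO and 100% = probe without PAD4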
Target sequence (Q9UM07 whole entry, looked up): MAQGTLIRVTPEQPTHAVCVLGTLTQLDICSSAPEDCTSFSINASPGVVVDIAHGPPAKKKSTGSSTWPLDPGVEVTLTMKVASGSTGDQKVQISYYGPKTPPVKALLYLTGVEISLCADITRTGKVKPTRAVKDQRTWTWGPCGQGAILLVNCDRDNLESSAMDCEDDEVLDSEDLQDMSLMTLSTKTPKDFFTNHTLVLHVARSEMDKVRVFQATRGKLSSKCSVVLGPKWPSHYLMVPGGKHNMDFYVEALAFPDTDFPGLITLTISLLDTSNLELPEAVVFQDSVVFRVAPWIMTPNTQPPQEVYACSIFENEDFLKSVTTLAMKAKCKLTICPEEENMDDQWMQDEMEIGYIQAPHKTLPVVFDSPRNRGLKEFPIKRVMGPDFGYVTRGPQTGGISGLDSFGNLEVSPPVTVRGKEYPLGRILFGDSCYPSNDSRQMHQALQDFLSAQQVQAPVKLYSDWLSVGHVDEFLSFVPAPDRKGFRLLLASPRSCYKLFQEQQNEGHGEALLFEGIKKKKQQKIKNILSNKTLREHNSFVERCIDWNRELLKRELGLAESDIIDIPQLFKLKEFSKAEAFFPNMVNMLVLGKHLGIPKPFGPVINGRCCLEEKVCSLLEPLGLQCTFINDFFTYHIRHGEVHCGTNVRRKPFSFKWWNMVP
MEX-5 binding: C. elegans MEX-5 TCR-2 RNA binding activity. activity score (negative = inhibition of binding), % at 10 µM. Q9XUB2. AID 1832. 300,000 tested, 0.38% active. MEX-5/FITC-TCR2 RNA binding, fluorescence polarization; stronger effect = lower value;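 active means inhibition past about -25% in most replicates, and total fluorescence under double the plate's negative control median, limit read from the data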;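 further: 0% = DMSO and -100% = 5 µM competing unlabeled TCR2 RNA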
MCL1 BIM primary: disrupts human MCL1 binding to BIM-BH3 peptide. inhibition, % at 10.9 µM. GST-MCL1 / FITC-Bim-BH3 fluorescence polarization. Q07820. 320,000 tested, 0.68% active;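 active means inhibition above the mean inhibition of all tested compounds plus 3 SD, set per campaign, cut at about 40% in these data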;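 further: 0% = DMSO wells and 100% = unlabeled Bim-BH3 peptide control; higher means more loss of mP so more displacement of Bim peptide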
Fam108B inh: Fam108B inhibition, counter-screen for RBBP9 inhibitors; recombinant Fam108B, FP-Rh probe fluorescence polarization; inhibition, % at 9.51 µM; 300,000 tested, 0.33% active; AID 1947;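 active means inhibition above the screen mean inhibition plus 3 SD, computed separately per campaign, cut at about 18% in these data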;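 further: inhibitors lower polarization as less probe binds the enzyme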
GLD-1 TGE inh: GLD-1-TGE RNA interaction inhibition (C. elegans); inhibition, % at 5.96 µM; purified GLD-1 + fluorescein TGE RNA, fluorescence polarization; 320,000 tested, 0.44% active; AID 2280; Q17339;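 active means percent inhibition above a per-plate cutoff, the plate mean of test compounds plus 3 SD, cut at about 30% in these data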;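 further: 0% = DMSO wells with GLD-1 and probe and 100% = wells lacking GLD-1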
TPT1 inh: C. albicans TPT1 enzyme inhibition; 300,000 tested, 0.81% active; inhibition, % at 5 µM; recombinant caTPT1, FP RNA substrate dephosphorylation;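 active means inhibition above the mean of all tested compounds plus 3 SD, set per screening campaign, cut at about 24% in these data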;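 further: plate controls were DMSO alone for no effect and ferristatin control at 100 nM for full effect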
Bcl-xL primary: Bcl-xL (human) inhibition; Q07817; GST-Bcl-xL / FITC-Bim BH3 peptide fluorescence polarization; inhibition, % at 10.9 µM; 320,000 tested, 0.7% active;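 active means inhibition above the mean of all tested compounds plus 3 SD, cutoff set per campaign, cut at about 30% in these data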;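 further: 0% = DMSO wells and 100% = unlabeled Bim-BH3 peptide competitor; inhibitors lower millipolarization by displacing the labeled peptide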
Active calls of the source: *; nt = no result given. These rows are one share of the data (hit frequency here may not be typical).

entry	Molecule	GSTO1 inh	PME-1 inh	PAD4 FP inh	MEX-5 binding	MCL1 BIM primary	Fam108B inh	GLD-1 TGE inh	TPT1 inh	Bcl-xL primary
1	COc1cccc(-c2c(C(=O)N/N=C/c3ccoc3)nnn2-c2nonc2N)c1	-6	3	-3	-0.4	3	-1	-3	0	2
2	C=CCSc1nc2ccccc2c2nc(-c3ccccc3)nn12	0	-1	1	0.3	3	-1	2	-7	4
3	CCOCCCNC(=O)CCSc1ccc(C)cc1	11	9	0	-1.0	11	4	5	-3	2
4	CCc1ccc(NC(=O)COc2ccc(F)cc2C(=O)c2cnn(-c3ccccc3)c2)cc1	3	-2	-6	0.0	9	-13	4	-2	2
5	O=C(O)Cc1ccc(NC(=O)c2cccs2)cc1	-1	-1	-1	1.1	-8	2	6	0	-1
6	CCOCCOC(=O)c1ccc(-n2cnc(C)n2)nc1	3	-9	1	2.7	5	3	-1	5	1
7	Nc1nnc(CCCCCCCCCCc2nnc(N)s2)s1	8	-12	-1	-1.5	7	2	5	0	2
8	O=C(Cn1ccc2cc(S(=O)(=O)N3CCCCC3)ccc21)NCc1ccccc1F	-1	9	1	1.6	6	-1	9	-2	1
9	O=C(CCC1CCN(Cc2ccccc2Cl)CC1)NC1CC1	2	-7	1	-0.9	11	0	7	1	5
10	CCN(CC)Cc1c(O)ccc2c(=O)c(-c3ccccc3Cl)coc12	-2	5	-39	3.4	10	-6	2	0	7
11	Cc1cc(C)n2nc(SCc3cccc(F)c3)nc2n1	-8	1	0	-2.4	1	-1	-4	-3	1
12	COc1ccc(-c2cc(CN3C(=O)c4ccccc4C3=O)on2)cc1	-3	-3	-3	-3.6	3	-3	8	1	5
13	Cc1cc(CN2CCCC(C(=O)Nc3ccc(-c4nc5ccccc5[nH]4)cc3)C2)n[nH]1 (configuration not stated)	-9	-5	-2	0.2	-2	-3	-9	-1	0
14	CCOC(=O)c1c(-c2ccc(C)o2)csc1NC(=O)CSc1nnnn1-c1ccccc1	6	-6	0	-1.3	7	-8	4	4	-1
15	CCOC(=O)c1ccc(N/C=C/C(=O)c2ccc(OC)c(OC)c2)cc1	-3	1	-1	0.7	0	1	3	1	-3
16	O=c1cc(-c2ccco2)oc2c1ccc1ccccc12	4	-2	-6	2.9	-38	-1	-7	1	-31
17	COc1ccc(-c2nc3cc(C)ccn3c2NCC2CCCO2)cc1OC (configuration not stated)	7	-3	1	2.4	-4	1	3	2	-1
18	COc1ccccc1NC(=O)c1c(NC(=O)CCC(=O)O)sc2c1CCCCC2	8	9	-5	1.0	7	4	0	-2	10
19	O=C(O)c1cccc(S(=O)(=O)Nc2ccc([N+](=O)[O-])cc2O)c1	34	-2	-4	-16	2	3	-4	0	9
20	O=C(CSc1nc(=O)n2ccccc2n1)Nc1ccc2c(c1)OCCO2	4	-2	1	-1.2	5	4	4	-3	8
21	CCOc1ccc(CCN2C(=O)CCC2(C)C(=O)NC(C)CC)cc1OCC (configuration not stated)	6	-5	2	-1.6	2	-3	10	-2	3
22	CC1CN(S(=O)(=O)c2cc(C(=O)N(CCc3ccccc3)Cc3ccccc3)ccc2Cl)CC(C)O1 (configuration not stated)	-4	3	1	2.6	-6	3	-2	-1	-2
23	NC(=S)N/N=C\c1ccccc1OCc1ccccc1	-6	9	-1	0.1	4	-1	6	-1	3
24	CC(C)CC(=O)N1CCN(c2ccc([N+](=O)[O-])c(NCc3ccccc3)c2)CC1	-1	15	2	-1.1	1	-5	-5	-2	1
25	O=C(CSc1nnc(Cn2c(=O)sc3ccccc32)n1-c1ccccc1)NCc1ccco1	5	-1	1	nt	-6	3	8	3	-3
26	O=[N+]([O-])c1ccc(N2CCN(c3ccc(Cl)nn3)CC2)c(Cl)c1	-2	3	-2	1.7	0	-1	6	-1	-1
27	Cc1ccc(CNC(=O)Cn2c(=O)c3sccc3n(Cc3cccc([N+](=O)[O-])c3)c2=O)cc1	-6	3	0	-1.5	4	-7	5	-2	6
28	COc1ccc2nc(SCC(=O)Nc3nccs3)[nH]c2c1	-1	3	-2	-2.7	4	3	0	-1	-3
29	CC1OC(OCC2OC(Oc3c(-c4ccc(O)cc4)oc4cc(O)cc(O)c4c3=O)C(O)C(O)C2O)C(O)C(O)C1O (configuration not stated)	18	-1	5	-11	14	1	7	0	6
30	CCOC(=O)c1c[nH]n(-c2ccc(C)cc2)c1=O	-1	-12	0	2.7	0	-1	-6	1	4
31	CC1(NC(=O)CCS(=O)(=O)c2ccc(Cl)cc2)CCS(=O)(=O)C1 (configuration not stated)	nt	-2	0	nt	-1	nt	-1	nt	-1
32	CCCCN(C(=O)NC(=O)Nc1cc(C)ccc1C)S(C)(=O)=O	3	0	3	1.9	10	6	7	0	4
33	CCn1cc(S(=O)(=O)c2cccc(C)c2)c(=O)c2cc(F)c(N3CCN(C)CC3)cc21	11	5	-2	-1.5	5	0	-1	-4	7
34	CCn1c(SCC(=O)Nc2nc(C)c(C(=O)OC)s2)nnc1C(C)C	9	1	2	-0.3	-3	2	8	0	3
35	Cc1ccc(C)c(NC(=O)CCc2ccc(C)o2)c1	8	-2	-4	-0.9	1	3	5	0	4
36	Cc1cccn2cc(-c3ccc(F)cc3)nc12	5	1	-2	0.9	10	2	9	-3	2
37	CC(O)C(O)C(O)C(O)C1NCCS1 (configuration not stated)	3	-9	-4	-0.1	12	2	5	-3	4
38	CCNC(=O)NC(=O)CSc1nc2ccccc2n1CC(C)C	7	4	4	2.8	1	6	5	-1	0
39	CCN(CC)CCCN=Cc1c(O)n(-c2ccccc2C)c(=O)c2ccccc12	-2	3	-2	1.4	11	-1	-1	-4	3
40	COc1ccccc1CNC(=O)COC(=O)c1nc(Cl)ccc1Cl	-8	4	-5	2.8	-3	-1	-3	1	0
41	Cn1c(SCC(=O)n2c3c(c4ccccc42)CCCC3)nnc1-c1ccccc1	4	-1	-2	1.1	-10	11	-3	-2	2
42	O=C(CSc1ncn(-c2ccccc2)n1)Nc1ccc(Br)cn1	2	3	2	0.1	2	4	-1	-3	8
43	COc1ccc2[nH]c(C(=O)O)c(CCN3C(=O)c4cccc([N+](=O)[O-])c4C3=O)c2c1	8	1	-2	0.8	-8	0	-5	2	1
44	Cc1cc(C)nc(SCc2cn3cc(Cl)ccc3n2)n1	1	-4	-5	0.6	-12	4	1	2	-1
45	CCOC(=O)N1CCN(CC(O)COC2CC(C)CC(C)(C)C2)CC1 (configuration not stated)	4	-3	3	2.9	9	8	3	-1	13
46	COc1ccc(C)c(S(=O)(=O)Nc2ccc(OCC(=O)O)cc2)c1	7	2	-7	-3.7	-6	-3	2	-1	-3
47	CC1(C)CC(N(Cc2ccc(F)cc2)C(=O)c2ccc(F)cc2)CCO1 (configuration not stated)	1	-2	-1	-1.8	0	1	-1	5	-2
48	Cn1c(=O)c(C(=O)CN2CCOCC2)c(N)n(Cc2ccccc2)c1=O	-2	1	-2	-2.2	8	1	4	-5	7
49	O=C(CN1C(=O)C2C3CCC(C3)C2C1=O)N1CCN(Cc2ccccc2)CC1 (configuration not stated)	10	-11	-3	nt	-4	-3	3	3	3
50	O=C(COC(=O)c1cc(=O)[nH]c2ccccc12)Nc1nc(-c2cccc(Br)c2)cs1	0	-32	-4	-1.7	1	-30	1	-1	6
51	Cn1c2c(c(=O)n(C)c1=O)C(c1ccccc1Cl)C(C#N)=C(N)O2 (configuration not stated)	-2	-4	3	1.1	3	-1	4	7	4
52	COCCn1c(=S)[nH]c2cc(C(=O)NCCc3ccc(OC)c(OC)c3)ccc2c1=O	16	1	-1	0.2	0	-1	-3	-3	4
53	COc1ccc2[nH]c(C(O)(Cc3cccnc3)Cc3cccnc3)cc2c1	1	-4	-2	2.0	-3	1	1	2	5
54	CCn1c(SCC(=O)c2[nH]c(C)c(C(C)=O)c2C)nnc1-c1ccncc1	-2	-4	-4	1.2	1	-3	15	-1	3
55	O=[N+]([O-])c1ccc(C(=S)N2CCN(c3ccc(F)cc3)CC2)cc1	-6	2	0	2.2	11	-1	-7	0	2
56	CN(C)c1cccc(C(=O)OCC(=O)Nc2ccccc2-c2ccccc2)c1	4	6	-1	1.3	-1	4	1	1	-1
57	COCC(=O)N1CCCC(N(C)CCc2ccc(OC)c(OC)c2)C1 (configuration not stated)	2	-4	-8	-0.1	-7	-1	3	-1	7
58	CC(=O)n1cc(/C=N/NC(N)=S)c2ccccc21	-3	1	-3	3.6	12	-5	9	-4	9
59	C=CCn1c(-c2cccs2)nc2ccccc21	5	0	0	nt	3	-10	1	-2	6
60	COc1ccccc1NC(=O)c1cnc(SC)nc1	1	-11	-7	-0.8	2	1	-3	1	-4

Carrying on:
entry	Molecule	GSTO1 inh	PME-1 inh	PAD4 FP inh	MEX-5 binding	MCL1 BIM primary	Fam108B inh	GLD-1 TGE inh	TPT1 inh	Bcl-xL primary
61	CC1CCCCC1NC(=O)c1cccc(S(=O)(=O)N2CCN(C)CC2)c1 (configuration not stated)	0	-2	2	-1.2	-9	0	3	0	-12
62	O=C(C1=C(O)C(=O)N(CCCn2ccnc2)C1c1ccc(F)cc1)c1ccco1 (configuration not stated)	3	2	-5	4.6	-3	2	3	-1	7
63	CCOC(=O)CN1C(=O)c2ccccc2Sc2ncccc21	8	2	-7	2.0	10	-2	3	-2	-1
64	O=C1NC[C@H](Cc2ccc(O)cc2)N(CC2CCCCC2)C1=O	-1	5	-3	0.7	7	3	-4	-2	5
65	COc1ccc(-n2c(Cc3cccn3C)nnc2SCC(=O)Nc2cc(Cl)ccc2OC)cc1	2	-4	1	0.1	-6	4	5	-4	-1
66	CCc1cc(C(=O)Nc2ccc(S(=O)(=O)NC3=NCCCCC3)cc2)sc1C	9	-7	0	0.5	1	-3	7	2	-9
67	O=C1Nc2ccc(C(F)(F)F)cc2N2CCCC12 (configuration not stated)	38*	-4	-8	0.8	-10	-4	-9	4	6
68	COc1cc(C2NC(=O)NC(C)=C2C(=O)NCc2ccccc2)c(Cl)cc1O (configuration not stated)	-2	1	-3	-1.1	-1	4	3	-3	6
69	CCOC(=O)OC(C)OC1=C(C(=O)Nc2ccccn2)N(C)S(=O)(=O)c2ccccc21 (configuration not stated)	4	5	4	1.5	8	-2	4	1	5
70	S=c1[nH]c2ccccc2c2ccccc12	-6	-7	1	2.3	10	2	1	-5	0
71	O=C(Nc1ccc2c(c1)OCO2)c1sc2cc(Cl)ccc2c1Cl	1	1	-6	-2.4	4	0	1	0	2
72	CCOc1ccccc1NC(=O)CNS(=O)(=O)c1ccc2nc(C)sc2c1	7	7	-2	-1.6	-3	3	7	0	0
73	CC(C(=O)OCC(=O)Nc1ccc2c(c1)OCO2)N1C(=O)c2ccccc2C1=O (configuration not stated)	17	0	1	1.7	-6	1	0	-8	6
74	CCOC(=O)c1[nH]c2c(c1C)C(=O)CC(c1ccco1)C2 (configuration not stated)	1	1	-5	-0.3	5	2	4	-1	2

Part of the list above, with values under each structure:
Results follow in this order: GSTO1 inh, PME-1 inh, PAD4 FP inh, MEX-5 binding, MCL1 BIM primary, Fam108B inh, GLD-1 TGE inh, TPT1 inh, Bcl-xL primary
[70] S=c1[nH]c2ccccc2c2ccccc12
→ -6, -7, 1, 2.3, 10, 2, 1, -5, 0
[71] O=C(Nc1ccc2c(c1)OCO2)c1sc2cc(Cl)ccc2c1Cl
→ 1, 1, -6, -2.4, 4, 0, 1, 0, 2
